Bioassay records as filed in PubChem BioAssay.
TexasRed fluor = counter-screen for TRb-SRC2 inhibitors: fluorescence interference. TRb/SRC2 Texas Red total fluorescence interference. Potency, µM (series often up to 106 µM), for the others: at the highest dose fluorescence change, negative = quenching. 280,000 compounds, 0.29% hits; active = well fitted curve in either direction with a large enough effect; inconclusive = small, poorly fitted or top-dose-only effect; also: % is scaled to controls: 0 for no effect and ±100 for the full control effect
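Human TRb ligand-binding domain at 0.6 uM with 20 nM Texas Red SRC2 peptide in Tris buffer containing 1 uM T3 and 5% DMSO, incubated with compound 5 h at ambient temperature. Total fluorescence (555/632 nm) calculated as parallel + 2 × perpendicular.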
HTT cytoprotect = Huntington cell model cytoprotection by ATP luminescence. PC12 HTT-Q103 induced, cytoprotection, ATP luminescence, 40 h. Potency, µM (doses to about 56.4 µM), for the others: cytoprotection (ATP increase), hits mostly activators. 230,000 compounds, 0.14% hits;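 also: % of control where 0% means no effect; nearly all actives have a fitted effect of over 45% in size; toxic huntingtin expression switched on by the ecdysone agonist tebufenozide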
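Quantitative HTS on tebufenozide-induced (100 nM) PC12 cells expressing HTTQ103 exon 1–GFP; compounds tested as a concentration series; survival measured via cellular ATP.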
RECQ1 inh = RECQ1 (human) helicase inhibition; P46063; RECQ1 DNA unwinding, red fluorescence kinetic read; Potency, µM (highest dose often 57.3 µM), for the others: top-dose activity, negative = inhibition, hits mostly inhibitors; 240,000 compounds, 0.54% hits; AID 2549;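 also: plate controls were vehicle for no effect and no enzyme for full effect; nearly all actives have a fitted effect of over 30% in size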
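50 nM RECQ1T1 preincubated 15 min with compound in Tris pH 8.0 buffer with MgCl2, DTT, Tween-20 and 2.5 ug/ml poly(dI-dC); started with 200 nM TAMRA/BHQ-2 forked duplex and 2 mM ATP. Unwinding read as fluorescence (525/598 nm), two reads 2 h apart.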
Tau fluor cs = counter-screen for tau fibril formation inhibitors. tau K18 P301L Alexa594 fluorescence, heparin fibrillization. Potency, µM (doses to about 57.7 µM), for inactives: top-dose activity change, negative = decrease. 280,000 compounds, 0.93% hits. AID 1463; also: % is scaled to controls: 0 for no effect and ±100 for the full control effect; nearly all actives have a fitted effect of over 55% in size
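Human tau K18 P301L (15 uM unlabeled, 0.24 uM Alexa 594-labeled) in 100 mM sodium acetate pH 7 with 20 uM heparin, 6 hr at 37 C. ThT 30 uM added, 1 hr ambient; Alexa 594 FP and total fluorescence read at 555/632 nm.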
TRb SRC2 PPI = disrupts binding of human TR beta to SRC2; TRbeta-SRC2 peptide binding, fluorescence polarization; receptor liganded with 1 µM T3; Potency, µM (doses to about 106 µM), inactives show at the top dose activity change, negative = inhibition, hits mostly inhibitors; 280,000 compounds, 0.065% hits; AID 1469;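 also: plate controls were bound peptide for no effect and peptide without receptor for full effect; nearly all actives have a fitted effect of over 50% in size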
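Polarization signal, normalized between peptide-alone and full complex controls, measured compound effects on T3-liganded human TRb LBD (0.6 uM) binding 20 nM Texas Red SRC2 peptide after 5 hr.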
Tau FP inhib = inhibitors of human tau fibril formation; K18 P301L tau heparin fibrillization, Alexa594 FP, 6 h; 280,000 compounds, 0.39% hits; AID 1468; Potency, µM (series often up to 57.7 µM), without a hit: at the top dose activity, negative = inhibition, hits mostly inhibitors; P10636; also: % is scaled to controls: 0 for no effect and ±100 for the full control effect; nearly all actives have a fitted effect of over 55% in size
Target sequence (P10636 561-689 P618L limits assumed): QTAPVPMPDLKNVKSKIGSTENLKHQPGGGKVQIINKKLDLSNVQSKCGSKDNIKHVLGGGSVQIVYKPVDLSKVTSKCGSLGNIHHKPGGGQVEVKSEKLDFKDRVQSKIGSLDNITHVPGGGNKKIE
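FP of Alexa 594-tau after heparin (20 uM) induction. Substrate: human K18 P301L, 15 uM unlabeled, 0.24 uM labeled. Buffer 100 mM sodium acetate pH 7. 6 hr, 37 C.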
Tau fibril ThT = tau fibrillization inhibition (ThT binding) | recombinant tau K18 P301L, heparin-induced fibrillization, ThT fluorescence | AID 1460 | 270,000 compounds, 2.1% hits | Potency, µM (doses to about 57.4 µM), without a hit: top-dose activity, negative = inhibition, hits mostly inhibitors; also: % is scaled to controls: 0 for no effect and ±100 for the full control effect; nearly all actives have a fitted effect of over 55% in size
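Fibril formation assay: tau K18 P301L at 15 uM with trace Alexa 594 label, heparin inducer 20 uM, pH 7 sodium acetate buffer, 37 C for 6 hr; endpoint ThT signal.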
L3MBTL1 block = blocks human L3MBTL1; 230,000 compounds, 0.66% hits; AlphaScreen L3MBTL1–H3K9me1 peptide binding; Potency, µM (top dose mostly 57.1 µM), for inactives: at the top dose activity, negative = inhibition, actives largely listed as inhibitors; also: % is scaled to controls: 0 for no effect and ±100 for the full control effect; nearly all actives have a fitted effect of over 60% in size
Target sequence (Q9Y468 whole entry, looked up): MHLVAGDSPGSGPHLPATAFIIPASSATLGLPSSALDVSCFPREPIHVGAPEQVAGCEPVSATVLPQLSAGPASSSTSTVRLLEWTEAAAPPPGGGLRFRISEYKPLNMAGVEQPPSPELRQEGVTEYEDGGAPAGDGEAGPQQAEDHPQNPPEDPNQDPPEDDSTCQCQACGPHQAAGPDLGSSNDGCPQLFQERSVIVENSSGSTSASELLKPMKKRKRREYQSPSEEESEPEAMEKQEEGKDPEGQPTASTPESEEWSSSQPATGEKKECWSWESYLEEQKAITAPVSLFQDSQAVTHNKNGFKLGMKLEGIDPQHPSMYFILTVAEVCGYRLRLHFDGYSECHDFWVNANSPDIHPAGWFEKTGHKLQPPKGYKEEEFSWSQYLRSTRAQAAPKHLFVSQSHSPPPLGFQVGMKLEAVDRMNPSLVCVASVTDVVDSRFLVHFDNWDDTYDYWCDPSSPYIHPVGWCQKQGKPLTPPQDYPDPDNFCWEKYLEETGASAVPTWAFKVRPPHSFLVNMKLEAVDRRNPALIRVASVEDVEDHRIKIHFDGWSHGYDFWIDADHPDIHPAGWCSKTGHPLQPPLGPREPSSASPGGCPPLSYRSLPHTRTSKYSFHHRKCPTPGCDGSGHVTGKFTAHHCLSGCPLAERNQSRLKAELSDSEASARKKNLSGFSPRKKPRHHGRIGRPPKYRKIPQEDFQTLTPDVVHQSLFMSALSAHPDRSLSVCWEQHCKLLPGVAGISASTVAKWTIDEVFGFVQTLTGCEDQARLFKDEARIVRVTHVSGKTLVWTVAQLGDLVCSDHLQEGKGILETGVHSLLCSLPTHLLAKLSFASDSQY
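AlphaScreen proximity signal between nickel-chelate acceptor and streptavidin donor beads (final 10 ug/mL) reports binding of 50 nM L3MBTL1 to 75 nM biotin-H3 K9me1 peptide; complex incubated with compounds 30 min at room temperature; cefsulodin titration as control.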
An asterisk follows results filed as active; i = inactive; u = inconclusive; x = no result given; & = joins results of further samples; [ ] = another dose, or the depositor's remark. Unless noted, calls follow the shape of the dose curve; as a rule, active = well fitted curve in the direction sought with a large enough effect; inconclusive = small, poorly fitted or top-dose-only effect, or another doubt; inactive = no such curve, though single readings can be large; an effect the other way counts as inactive or inconclusive. Potency is read from the fitted curve at half-maximal effect. Not all compounds are listed; count on the stated rates, not on these rows.

SMILES	TexasRed fluor	HTT cytoprotect	RECQ1 inh	Tau fluor cs	TRb SRC2 PPI	Tau FP inhib	Tau fibril ThT	L3MBTL1 block
CC(=O)N1CCc2ccc(S(=O)(=O)N3CCc4ccccc43)cc21	6%	-1%[10 µM]	i	2%	4%	-3%	2%	3%
CCOc1ccc(C(CC(=O)O)NC(=O)c2ccco2)cc1OC (centres undefined)	2%	-13%	i	4%	-14%	9%	2%	x
COc1ccc2nc3c(c([Si](C)(C)C(C)(C)C)c2c1)Cn1c-3cccc1=O	-6%	-46%[inhibitor]	-7%	u	-6%	-12%	u	x
CON	0%	x	-1%	-1%	-3%	0%	-1%	x
CCOC(=O)c1ccccc1C(=O)N1CCOCCOCCOCC1	-7%	x	-1%	-1%	-3%	-1%	-7%	-3%
O=C(c1cc(-c2ccccc2)nc2ccccc12)N1CCOCC1	-5%	-10%	-4%	6%	-5%	-3%	5%	-5%
COc1cc(OC)c(OC)cc1/C=C/c1nc2cc3ccccc3cc2c(=O)n1-c1ccc(Cl)cc1	-2%	x	x	-22%	5%	u	-7%	x
CSc1nc(-c2ccc(Cl)cc2)nn1S(=O)(=O)c1ccc(Cl)cc1	-2%	5%[10 µM]	-2%	-2%	-10%	-5%	-4%	-9%
Cc1ccc(NC(=O)COC(=O)CCc2nc3ccccc3c(=O)[nH]2)cc1Cl	-3%	-2%	i	-10%	3%	-2%	-4%	18%
COCc1[nH]nc2c1C1(CCC3(CC1)OCCO3)C(C#N)=C(N)O2	-2%	12%	0%	-1%	0%	-9%	-9%	-5%
COc1ccccc1NS(=O)(=O)c1cccc(NC(=O)c2ccc3ccccc3n2)c1	0%	5%[10 µM]	i	u	-2%	-17%	0%	0%
CCN(CC)S(=O)(=O)c1cc(NC(=O)Cn2ncc(Cl)c(Cl)c2=O)ccc1C	-13%	-11%[10 µM]	u	-23%	4%	-11%	u	18µM*
CCN(CC)C(=O)CC(c1ccc(OC)cc1)c1c(O)cc(OC)cc1OC (centres undefined)	0%&-1%	13%[10 µM]	7%	-7%	3%&-5%	0%	-3%	x
O=S(=O)(NC1CCCCC1Nc1ccc(Cl)cc1)c1ccccc1 (centres undefined)	2%	14%[10 µM]	-20%	-29%	0%	12%	-12%	2%
COCCNC(=O)c1ccc(-c2nc(CN3CCc4ccccc43)c(C)o2)cc1	-3%	x	x	-17%	-1%	8%	-7%	x
CCN(CC)C(=O)c1sc2c(c1C)c(=O)n(Cc1ccccc1)c(=O)n2CC(=O)Nc1ccc(OC)cc1	-2%	x	x	-26%	-1%	-11%	20%	x
Cc1cc(C)c2oc(-c3ccc(NC(=O)COc4ccccc4C)cc3)nc2c1	2%	x	x	-4%	-2%	2%	-12%	x
Cc1cc(NC(=O)CSc2nc3c(cc2C#N)CCCC3)no1	-3%	x	-9%	-6%	1%	4%	u	9%
Cc1ccc(-c2nc3ccccc3o2)cc1NC(=S)NC(=O)/C=C/c1ccco1	0%	-41%[inhibitor]	-4%	-15%	-6%	7%	u	1%
CN(CC(=O)N1CCN(c2cccc(Cl)c2)CC1)S(=O)(=O)c1cccs1	-2%	-30%	-8%	-22%	0%	9%	-23%	x
Fc1ccc(NC(=S)N2CCc3ccccc3C2)c(F)c1	-2%	-37%[inhibitor]	i	-16%	-6%	-6%	-10%	-3%[2.29 µM]
CCCCCNC(=O)C1CCC(Cn2c(=O)c3sccc3n(CC)c2=O)CC1 (centres undefined)	-2%	x	x	0%	-3%	-3%	3%	x
Clc1cccc(CN2CCCCCCC2)c1Cl	2%	20%[10 µM]	-12%	-3%	-4%	-4%	-2%	28%
Cc1ccc(C)c(OC2=NS(=O)(=O)c3ccccc32)c1	-3%	13%[10 µM]	-7%	-9%	10%	0%	-11%	9%
O=C(O)CCc1nnc2n(Cc3ccc(F)cc3)c(=O)c3ccccc3n12	0%	-23%	-3%	-4%	8%	2%	-10%	x
Cc1oc2c(c1C(=O)NC(Cc1c[nH]c3ccccc13)C(=O)O)CCCC2 (centres undefined)	2%	-12%	1%	2%	-7%	0%	-11%	-7%
Cc1cccc(C(=O)N[C@H](C(=O)Nc2ccc(S(=O)(=O)NC3=NCCCCC3)cc2)C(C)C)c1	-1%	-18%	-11%	-9%	-6%	1%	-5%	-23%
COc1cc(CNCc2ccccn2)ccc1OCc1ccc(Cl)cc1Cl	-2%	-49%[inhibitor]	0%	-13%	-2%	-5%	12%	u
CCOC(=O)C1=C(CS(=O)(=O)c2ccc(C)cc2)NC(=O)NC1c1ccc(C(C)C)cc1 (centres undefined)	-2%	x	x	-17%	-3%	3%	-12%	x
COC(=O)c1ccc(Nc2nc(-c3ccc(C)cc3)nc3ccccc23)cc1	-3%	x	x	u	8%	3.5µM*	-17%	x
COc1cccc(-n2c(Cc3cc(=O)[nH]c(=O)[nH]3)nnc2SCC(=O)N2CCC(C)CC2)c1	-2%	-6%[10 µM]	-10%	-3%	-6%	-2%	-6%	2%
COc1ccc(NS(=O)(=O)c2ccc3c(c2)[C@H]2C=CC[C@H]2[C@@H](c2ccc(C(=O)O)cc2)N3)cc1	-8%	x	x	u	10%	-17%	25µM*	x
O=C(Nc1ncc2c(n1)-c1ccccc1OC2)c1ccc(Cl)cc1	2%	-24%	3%	-5%	-6%	-6%	-17%	6%
c1csc(CN2CCOCC2)c1	0%	2%	-7%	-5%	1%	6%	-9%	x
CSc1ccc(CNC(=O)c2c(C)noc2C)s1	0%	7%[10 µM]	-15%	-11%	-6%	-1%	-9%	3%
O=C1C=C(O)CC(c2ccc(Cl)cc2)C1 (centres undefined)	2%	-1%	3%	-8%	7%	3%	-18%	6%

Structures shown so far with a COOH group, in the order listed:
SMILES	TexasRed fluor	HTT cytoprotect	RECQ1 inh	Tau fluor cs	TRb SRC2 PPI	Tau FP inhib	Tau fibril ThT	L3MBTL1 block
CCOc1ccc(C(CC(=O)O)NC(=O)c2ccco2)cc1OC (centres undefined)	2%	-13%	i	4%	-14%	9%	2%	x
O=C(O)CCc1nnc2n(Cc3ccc(F)cc3)c(=O)c3ccccc3n12	0%	-23%	-3%	-4%	8%	2%	-10%	x
Cc1oc2c(c1C(=O)NC(Cc1c[nH]c3ccccc13)C(=O)O)CCCC2 (centres undefined)	2%	-12%	1%	2%	-7%	0%	-11%	-7%
COc1ccc(NS(=O)(=O)c2ccc3c(c2)[C@H]2C=CC[C@H]2[C@@H](c2ccc(C(=O)O)cc2)N3)cc1	-8%	x	x	u	10%	-17%	25µM*	x

Next compounds
SMILES	TexasRed fluor	HTT cytoprotect	RECQ1 inh	Tau fluor cs	TRb SRC2 PPI	Tau FP inhib	Tau fibril ThT	L3MBTL1 block
CCCS(=O)(=O)c1nc(S(=O)(=O)c2ccc(C)cc2)c(NCc2ccccn2)s1	4%	-45%[inhibitor]	-11%	-15%	2%	-7%	-11%	x
Cc1ccc(N(CC(O)CN(C)C)S(=O)(=O)c2ccccc2)cc1 (centres undefined)	-2%	-3%	-3%	-6%	10%	-4%	-12%	-3%
COc1ccc(CCn2c(=O)c3cccnc3n(CC(=O)Nc3c(C)cccc3C)c2=O)cc1OC	-2%	x	x	-9%	0%	-14%	-9%	x
c1ccc(-n2c(-c3ccco3)nnc2N2CCOCC2)cc1	-1%	-13%[0.074 µM]	-1%	-5%	-6%	-2%	-5%	-3%
CS(=O)(=O)c1ccc(N2CCOCC2)c(S(C)(=O)=O)c1	-5%	u	-15%	7%	1%	11%	7%	2%
CCOC(=O)c1csc(NC(=O)CSc2nnnn2-c2ccc(OC)c(OC)c2)n1	-3%	0%	-10%	-8%	-5%	3%	-18%	x
COc1cccc2c(=O)cn[nH]c12	-1%	x	1%	1%	6%	-1%	-6%	8%
O=C1N=C(N2CCOCC2)SC1=C1CCCCC1	0%	12%	1%	3%	-5%	0%	-5%	0%
O=C(N/N=C/c1cccc(F)c1)c1ccc(Cl)cc1	-1%	-120%[inhibitor]	i	-8%	2%	-12%	-12%	-36%
Cc1ccc(S(=O)(=O)N(CC(=O)N2CCOCC2)C2CCCCC2)cc1	-1%	35%	-2%	10%	0%	8%	2%	1%[11.4 µM]
COc1cccc(NC(=O)Cn2c(=O)n(Cc3ccccc3)c(=O)c3c2c2cc(C)ccc2n3C)c1	-1%	x	x	-8%	-6%	-13%	6%	x
Clc1ccc(N2CCN(Cc3c[nH]c4ncccc34)CC2)cc1	-3%&-2%&-3%	-37%[inhibitor]	-12%	-21%&-2%&-14%	3%&0%&1%	-3%&6%&-2%	-12%&-2%&-9%	-7%
Cc1cc(C)c2nc(C(F)(F)F)nc(N3CCN(C(=O)c4ccco4)CC3)c2c1	-1%	13%[0.074 µM]	3%	0%	-13%	-8%	-9%	x
CCOC(=O)CSc1nc(=O)n2cccc(C)c2n1	0%	17%	3%	-3%	3%	0%	-2%	x
CC1(C)C(CC2OCC(CN3CCCCC3)O2)[C@H]2CC[C@@H]1C2 (some centres undefined)	0%	29%[10 µM]	i	-8%	1%	1%	-8%	6%
Cc1ccccc1N1CC(c2nnc(NC(=O)c3ccco3)s2)CC1=O (centres undefined)	u	x	x	6%	-7%	-2%	-7%	x
CCc1ccc(CNC(=O)c2ccc(-c3nc(CSc4ccc(C)cc4)c(C)o3)cc2)cc1	1%	x	x	11%	0%	-1%	22%	x
CCCC(=O)Nc1nc2ccc(NC(=O)c3cccnc3)cc2s1	-2%	-52%[inhibitor]	-1%	-9%	6%	1%	1%	1%
C=CCn1c(SCC(=O)Nc2ccccc2OC)nnc1-c1ccccn1	-1%	27%[10 µM]	-13%	-10%	6%	u	-9%	-12%
COc1cc(NC(=O)C2=C(N3CCOCC3)/C(=C/c3ccc(Cl)cc3)CC2)cc(OC)c1OC	0%	35%[10 µM]	i	-22%	-1%	12%	u	2%
